RGS12 GoLoco inh – RGS12 GoLoco-Gai1 interaction inhibition; P63096; Gai1:RGS12 GoLoco peptide FP, rhodamine, 10 min; Potency, µM (series often up to 61.6 µM), for the others: top-dose activity, negative = inhibition, actives largely listed as inhibitors; actives 0.44% (n = 230,000); AID 880; active = well fitted inhibition curve with a large enough effect, not every such curve was filed as active; inactive = no such curve, though single readings can be large or run the other way; also: nearly all actives have a fitted effect of over 30% in size; many of its hits are not listed in these tables
Tau ThT inhib – inhibitors of human tau fibril formation, thioflavin T binding | P10636 | recombinant tau K18 P301L (four-repeat tau fragment), heparin-induced fibrillization, ThT fluorescence | Potency, µM (titrated, usually from 57.4 µM), for the others: top-dose activity, negative = inhibition, usual class: inhibitors | actives 2.1% (n = 270,000); also: nearly all actives have a fitted effect of over 55% in size
Target sequence (P10636 561-689 P618L limits assumed): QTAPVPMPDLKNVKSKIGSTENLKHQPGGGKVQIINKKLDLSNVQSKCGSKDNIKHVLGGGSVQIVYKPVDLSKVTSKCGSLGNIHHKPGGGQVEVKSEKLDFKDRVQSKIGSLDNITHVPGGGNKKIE
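Recombinant human tau K18 fragment […] carrying P301L, 15 uM unlabeled plus 0.24 uM Alexa 594-labeled, was fibrillized with 20 uM heparin in 100 mM sodium acetate pH 7 for 6 hr at 37 C; 30 uM ThT fluorescence read after 1 hr.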
L3MBTL1 block – blocks human L3MBTL1. actives 0.66% (n = 230,000). AlphaScreen L3MBTL1–H3K9me1 peptide binding. Q9Y468. Potency, µM (titrated, usually from 57.1 µM), without a hit: top-dose activity, negative = inhibition, actives largely listed as inhibitors; also: nearly all actives have a fitted effect of over 60% in size
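AlphaScreen proximity signal between nickel-chelate acceptor and streptavidin donor beads (final 10 ug/mL) reports binding of 50 nM L3MBTL1 to 75 nM biotin-H3 K9me1 peptide; complex incubated with compounds 30 min at room temperature; cefsulodin titration as control.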
TexasRed fluor – Texas Red fluorescence interference in TRb-SRC2 counter-screen; AID 1479; TRb/SRC2 Texas Red total fluorescence interference; actives 0.29% (n = 280,000); Potency, µM (series often up to 106 µM), without a hit: at the highest dose fluorescence change, negative = quenching; active = well fitted curve in either direction with a large enough effect; inconclusive = small, poorly fitted or top-dose-only effect
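Human TRb ligand-binding domain at 0.6 uM with 20 nM Texas Red SRC2 peptide in Tris buffer containing 1 uM T3 and 5% DMSO, incubated with compound 5 h at ambient temperature. Total fluorescence (555/632 nm) calculated as parallel + 2 × perpendicular.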
JMJD2E inh – JMJD2E (human) inhibition; B2RXH2; JMJD2E catalytic domain, FDH-coupled NADH fluorescence (FDH is formaldehyde dehydrogenase); Potency, µM (doses to about 57.1 µM), without a hit: at the top dose activity change, negative = inhibition, hits mostly inhibitors; actives 1.6% (n = 230,000); active = well fitted inhibition curve with a large enough effect, not every such curve was filed as active; inconclusive = small, poorly fitted or top-dose-only effect, or another doubt; inactive = no such curve, though single readings can be large or run the other way;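 also: 0% = wells with enzyme and -100% = buffer wells without enzyme; nearly all actives have a fitted effect of over 50% in size; many of its hits are not listed in these tables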
Target sequence (B2RXH2 1-337 limits assumed): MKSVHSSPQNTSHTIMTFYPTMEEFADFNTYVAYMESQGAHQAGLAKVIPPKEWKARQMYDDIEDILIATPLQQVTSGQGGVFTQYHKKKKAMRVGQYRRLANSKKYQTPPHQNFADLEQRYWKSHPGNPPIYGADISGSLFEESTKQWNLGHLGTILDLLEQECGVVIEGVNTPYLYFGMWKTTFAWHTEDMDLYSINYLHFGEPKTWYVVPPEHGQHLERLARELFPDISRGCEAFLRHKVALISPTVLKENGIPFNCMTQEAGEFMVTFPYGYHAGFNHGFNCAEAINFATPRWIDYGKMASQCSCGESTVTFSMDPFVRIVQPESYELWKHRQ
TRb-SRC2 inh – inhibitors of human thyroid hormone receptor beta-SRC2 interaction. P10828. TRbeta-SRC2 peptide binding, fluorescence polarization; receptor liganded with 1 µM T3. Potency, µM (series often up to 106 µM), inactives show top-dose activity change, negative = inhibition, actives largely listed as inhibitors. actives 0.065% (n = 280,000). AID 1469;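 also: plate controls were bound peptide for no effect and peptide without receptor for full effect; nearly all actives have a fitted effect of over 50% in size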
Target sequence (P10828 whole entry, looked up): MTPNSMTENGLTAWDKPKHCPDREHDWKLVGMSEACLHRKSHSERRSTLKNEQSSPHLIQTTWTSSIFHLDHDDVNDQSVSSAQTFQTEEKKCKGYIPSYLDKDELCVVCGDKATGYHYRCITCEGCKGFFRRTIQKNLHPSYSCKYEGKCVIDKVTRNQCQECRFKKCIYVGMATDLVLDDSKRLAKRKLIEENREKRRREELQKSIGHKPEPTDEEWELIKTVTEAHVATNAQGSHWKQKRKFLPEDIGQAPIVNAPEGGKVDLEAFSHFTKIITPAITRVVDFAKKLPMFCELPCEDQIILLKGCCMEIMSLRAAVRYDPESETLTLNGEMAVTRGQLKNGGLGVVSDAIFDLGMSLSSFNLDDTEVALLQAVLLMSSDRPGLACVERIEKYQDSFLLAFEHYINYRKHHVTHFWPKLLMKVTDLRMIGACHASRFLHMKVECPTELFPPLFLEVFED
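Each compound concentration gave % activity, normalized to unbound and bound Texas Red SRC2 controls, from polarization read after 5 hr ambient incubation with T3-loaded human TRb LBD.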
RECQ1 helicase – RECQ1 (human) helicase inhibition. P46063. RECQ1 DNA unwinding, red fluorescence kinetic read. Potency, µM (titrated, usually from 57.3 µM), for the others: top-dose activity, negative = inhibition, actives largely listed as inhibitors. actives 0.54% (n = 240,000). AID 2549;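 also: plate controls were vehicle for no effect and no enzyme for full effect; nearly all actives have a fitted effect of over 30% in size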
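RECQ1T1 50 nM; forked duplex (20 bp + 30-nt ss tails) 200 nM, ATP 2 mM final; pH 8.0, 2 mM MgCl2, 2.5 ug/ml poly(dI-dC); 15 min compound preincubation; discontinuous kinetic read over 2 h at RT.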
Tau FP inhib – blocks human tau fibril formation measured by polarization | P10636 | K18 P301L tau heparin fibrillization, Alexa594 FP, 6 h | Potency, µM (titrated, usually from 57.7 µM), inactives show top-dose activity, negative = inhibition, usual class: inhibitors | actives 0.39% (n = 280,000); also: nearly all actives have a fitted effect of over 55% in size
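Read-out: fluorescence polarization of Alexa 594-labeled tau (0.24 uM), 555 nm excitation, 632 nm emission. Mixtures held 15 uM unlabeled K18 P301L, compound and 20 uM heparin, pH 7 acetate buffer, incubated 6 hr at 37 C.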
The depositor's hits bear a star; i = inactive; ? = inconclusive; / = not tested or not shown; [ ] = remark or other dose. Unless noted, calls follow the shape of the dose curve; as a rule, active = well fitted curve in the direction sought with a large enough effect; inconclusive = small, poorly fitted or top-dose-only effect, or another doubt; inactive = no such curve, though single readings can be large; an effect the other way counts as inactive or inconclusive. Unless noted, % is scaled to controls: 0 for no effect and ±100 for the full control effect; potency is read from the fitted curve at half-maximal effect. Only part of the results is shown (hit frequency here may not be typical).

No.	canonical_smiles	RECQ1 helicase	L3MBTL1 block	Tau FP inhib	TexasRed fluor	Tau ThT inhib	JMJD2E inh	TRb-SRC2 inh	RGS12 GoLoco inh
1	O=C(NCc1cccs1)c1ccccc1	-11%	/	1%	-3%	0%	1%	4%	6%
2	CCN(CC)CCCNC(=O)c1ccc(Cl)c(S(=O)(=O)Nc2ccccc2OC)c1	-16%	/	-8%	-4%	-14%	3%	-10%	1%
3	COC(=O)C1C(=O)C=C(Nc2ccc(F)cc2F)CC1c1ccc(OC)cc1 (centres undefined)	-10%	1%	0%	1%	-11%	-5%	12%	10%
4	CCOc1ccc(-n2cc(C(=O)N3CCC(C)CC3)c3cc(OC)c(OC)cc3c2=O)cc1	-17%	7%	-4%	0%	2%	-5%	-4%	12%
5	CCCCn1c2nc3ccccc3nc2c2c(=O)n(CCC(C)C)cnc21	-5%	-5%	-5%	4%	6%	4%	7%	2%
6	CCOC(=O)Cn1c(=NC(=O)c2cccs2)sc2cc(C(=O)OC)ccc21	-2%	31%[activator]	-3%	-2%[53 µM]	4%	1%	-2%[53 µM]	-13%
7	O=C1N[C@@H](Cc2ccccc2)C(=O)N1CCN1CCOCC1	i	/	-4%	-4%	-8%	5%	-1%	-3%
8	Brc1ccccc1C1=Nn2c(nnc2-c2ccco2)SC1	-3%	-12%	-4%	-3%	-4%	0%	-7%	4%
9	Nc1nnc(CC2=CCCCC2)s1	1%	-1%	4%	0%	4%	8%	-11%	3%
10	CC1(C)CC2CC(C)(CN2CC(=O)C(C#N)c2ccccc2)C1 (centres undefined)	-2%	3%	8%	0%	-10%	-6%	-2%	-7%
11	CCCNC(=O)C12CCC(C)(C(=O)O1)C2(C)C (centres undefined)	1%	11%	7%	-1%	-7%	12%	-6%	7%
12	Cc1nc(N2CCOCC2)c2c(C)c(C(=O)Nc3ccccc3C(F)(F)F)sc2n1	-3%	/	3%	-8%	-9%	?	-2%	6%
13	CCN(CC)c1ccc(/C=C2/SC(=O)N(C(C)C)C2=O)o1	i	-1%	-3%	0%	18µM*	-15%	0%	95%[activator]
14	CCOC(=O)C1C(C(=O)OC)=C(c2ccc(F)cc2)c2ccc(OC)cc2N1S(=O)(=O)C(F)(F)F (centres undefined)	-3%	/	2%	-5%	-18%	/	5%	3%
15	COc1ccc(-n2c(C)cc(/C=N/Nc3nc(N4CCOCC4)nc(N4CCOCC4)n3)c2C)cc1	i	-6%	-6%	-1%	?	?	7%	23%
16	O=C1CC(c2ccccc2)Cc2[nH]c(=O)c(C(=O)Nc3cccc(F)c3)cc21 (centres undefined)	/	/	-4%	2%	10%	/	1%	/
17	COc1ccc(NC(=O)NC(C)(C(F)(F)F)C(F)(F)F)cc1	0%	-3%	5%	1%	-7%	9%	0%	-10%
18	Cc1ccc(Nc2nc(N)nc(CN3CCCCCC3)n2)c(C)c1	i	?	3%	2%	-14%	-12%	-7%	5%
19	Cc1ccc(NC(=O)C2CCCN(S(=O)(=O)c3ccc4c(c3)CCCC(=O)N4)C2)cc1N(C)C (centres undefined)	/	/	2%	-2%	-6%	/	-2%	/
20	O=c1/c(=C\c2ccc(O)cc2)sc2n1C(c1ccccc1)C(c1ccccc1)=NN=2 (centres undefined)	-24%	?	0%	-1%	?	-5%	13%	180%[activator]
21	CCOC(=O)c1ccc(-n2c(N)c(C(=O)NCc3ccco3)sc2=S)cc1	-16%	-9%	0%	0%	?	?	-21%	-2%
22	CC(NCC(O)c1ccc([N+](=O)[O-])cc1)C12CC3CC(CC(C3)C1)C2 (centres undefined)	i	20%	-1%	-1%	0%	0%	-4%	1%
23	COc1ccc(Nc2cc(=O)oc3ccccc23)cc1	-2%	/	6%	0%	-17%	10%	-7%	6%
24	Cc1cc(C)n(-c2nc3c(c(=O)[nH]c(=O)n3C)n2CC(C)C)n1	-14%	3%	-7%	-9%	10%	1%	4%	2%
25	CCCC1=C(C(=O)OCC)C(c2cc(Cl)cc(OC)c2OCC(=O)OCC)NC(=O)N1 (centres undefined)	-2%	/	14%	-4%	-7%	-3%	2%	0%
26	CCCc1c(C(=O)NNc2cccc(Cl)c2)cnn1-c1ccccc1	0%	-4%	?	-3%	-16%	5%	-2%	5%
27	Cc1ccccc1/C=c1\s/c(=C\C(=O)C(C)(C)C)[nH]c1=O	-3%	/	-1%	-1%	1%	7%	4%	7%
28	Cc1ccccc1OCCOC(=O)c1nc2nccc(C)n2n1	2%	/	-8%	-1%	-12%	-2%	-8%	9%
29	CCOC(=O)c1c(C)n(-c2ccccc2)c2ccc(OC(=O)c3ccccc3Cl)cc12	/	/	-8%	3%	-5%	/	2%	/
30	CCOC(=O)c1c(SCC(=O)Nc2cccc(C)c2C)nc(=O)[nH]c1C	/	/	-13%	0%	-12%	/	-6%	/
31	CC1(C)CC(=O)c2cc(OCC(=O)NCCCN3CCN(c4ccc(F)cc4)CC3)ccc2O1	-7%	-7%	4%	-1%	-13%	?	-10%	-10%
32	Cc1ccc(Nc2ncnc3ccccc23)cc1	-3%	8%	0%	-1%	-11%	-1%	10%	0%
33	COc1ccc(Cl)cc1NC(=O)CN1C(=O)CSc2ccc(S(=O)(=O)N3CCCC3)cc21	/	/	-3%	-2%	4%	/	-7%	/
34	NNC(=O)Cn1cnc2ccccc21	i	-8%	-5%	-7%	4%	36%[activator]	1%	7%
35	CCn1ncc(C(=O)Nc2cc(C)on2)c1C	-11%	2%	-1%	1%	-8%	13%	5%	1%
36	COc1ccc(OC(=O)CSc2nnc(-c3ccc(F)cc3)o2)cc1	/	/	1%	-1%	13%	/	3%	/
37	CCc1cccc(C)c1NC(=O)Cn1cc2c(n1)CCCCC2	/	/	-3%	-1%	6%	/	-1%	/
38	O=C(NC1CCCC1)c1sc(=S)n2c1[nH]c(=O)c1ccccc12	-1%	0%	11%	-7%	16µM*	2%	6%	1%
39	Cc1ccc(CNS(=O)(=O)c2ccc3c(c2)CCN3C(=O)CCCC(=O)O)cc1	i	/	1%	-1%	-19%	-5%	-8%	8%
40	CCOC(=O)c1cnc2c(C(=O)OC)cccc2c1NCc1ccco1	-3%	11%[11.4 µM]	3%	-2%	-9%	?	-2%	4%
41	C=CCNc1sc(C(=O)C2CC2)c(N)c1C#N	-15%	/	-2%	-3%	-23%	1%	4%	7%
42	CCN(CC)S(=O)(=O)c1cc([N+](=O)[O-])ccc1NNC(=O)Nc1ccccc1OC	-16%	/	-1%	-1%	?	-14%	9%	-4%
43	Cc1cc(C)c(C2C(C#N)=C(N)Oc3n[nH]c(C)c32)cc1CN1CCOCC1 (centres undefined)	4%	/	-6%	3%	?	2%	-4%	7%
44	CCOc1ccc(NS(=O)(=O)c2cc(Br)cc3c2N(C(=O)C2CC2)CC3)cc1	/	/	?	-1%	-4%	/	4%	/
45	COc1cc(C(=O)NNC(=O)Nc2ccc([N+](=O)[O-])cc2)cc(OC)c1OC	1%	/	-7%	1%	-9%	8%	7%	-1%
46	Cn1c2ccccc2c2cc(C(=O)OCC(=O)N3CC(=O)Nc4ccccc43)sc21	2%	-5%	?	6%	-16%	?	7%	24%
47	O=c1cc(CN2CCc3ccccc3C2)nc2sccn12	7%	-17%	-4%	0%	2%	5%	4%	15%
48	Cc1ccc(Cn2c(CNS(=O)(=O)c3ccc(Cl)s3)nc3cccnc32)cc1	/	/	-10%	0%	3%	/	-2%	/
49	CC(=O)[C@@]1(O)CC[C@H]2[C@@H]3C[C@H](C)C4=CC(=O)C=C[C@]4(C)[C@@]3(F)[C@@H](O)C[C@@]21C	-11%	-3%	-5%	-3%	-17%	6%	-6%	1%
50	CCCC(=O)Nc1ccccc1NC(C)=O	0%	-4%[11.4 µM]	5%	0%	-7%	17%	1%	15%

The list goes on:
No.	canonical_smiles	RECQ1 helicase	L3MBTL1 block	Tau FP inhib	TexasRed fluor	Tau ThT inhib	JMJD2E inh	TRb-SRC2 inh	RGS12 GoLoco inh
51	CN(C)c1ccccc1C(=O)N1CCCC(C(=O)c2ccc3ccccc3c2)C1 (centres undefined)	-3%	-28%	6%	-5%	?	4%	5%	0%
52	COc1ccc(-n2nc(C(=O)c3cccs3)cc(-c3nc4ccccc4[nH]3)c2=N)cc1	-5%	-10%	-3%	-2%	4µM*	16%	-5%	6%
53	O=C1COc2ccc(C(=O)COC(=O)c3cc(S(=O)(=O)NCc4ccccc4)ccc3O)cc2N1	i	/	-22%	-4%	2%	-24%	-3%	-1%
54	O=C(c1cncs1)N1CCCC(CNS(=O)(=O)c2cccs2)C1 (centres undefined)	-5%	-2%	-5%	1%	-6%	3%	-7%	3%
55	Cc1cn2c(=O)cc(COc3ccc(NC(=O)c4ccccc4C)cc3)nc2s1	/	/	-1%	0%	?	/	5%	/
56	COc1ccc(NC(=O)CSc2nnc(-c3cccs3)n2Cc2ccco2)cc1OC	-2%	-8%	8%	1%	?	-2%	-7%	/
57	CCCOC(=O)c1c(NC(=O)c2nc3ncccn3n2)sc(C(N)=O)c1C	/	/	2%	-1%	4%	/	2%	/
58	COc1ccc(N(CC(=O)Nc2ccc3c(c2)OCCO3)S(=O)(=O)c2cccnc2)cc1	-4%	6%	-12%	1%	?	-5%	8%	8%
59	COc1ccc(/C=N/NC(=O)c2ccccc2O)cc1COc1ccccn1	0%	2%	-6%	-1%	-11%	-18%	8%	15%
60	COc1ccc(-n2c(C)nnc2SCC(=O)N2C(C)CCCC2C)cc1 (centres undefined)	-7%	-4%[11.4 µM]	9%	-8%	-2%	9%	0%	7%

Screening data: PubChem, National Center for Advancing Translational Sciences (NCATS)
